DENV2 CPE – inhibitors of DENV2 cytopathic effect, primary screen, cell-based, plate reader, single concentration | DENV2-infected cells, cytopathic effect rescue | CPE inhibition, % at 9.99 µM | 350,000 tested, 1.7% active | AID 651640, 2012; in the data active = CPE inhibition above about 20%, passing the limit was not always enough; inconclusive = no clear call, values can overlap the other calls; tested in BHK-21 cells;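 note: 0% = median of neutral control wells and 100% = median of positive control wells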
LGR2 antag – inhibitors of bursicon-induced LGR2 CRE-luciferase signal, primary screen, cell-based, HEK293, CRE-luciferase reporter, bursicon stimulation. Drosophila bursicon receptor LGR2 (rickets). bursicon-stimulated, 4 h. inhibition, % at 9.99 µM. 380,000 tested, 0.35% active. AID 720647, 2013;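 active = drop in luminescence signal, shown as inhibition above about 50% in the replicate tests, limit read from the data, passing the limit was not always enough; inconclusive = probably only some replicates passing the limit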;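 note: agonist challenge used bursicon conditioned medium at about half maximal strength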
EWS-Fli inh – EWS/Fli-driven NR0B1 reporter inhibitors, primary screen, A673 cells, NR0B1 luciferase, luminescence, MLPCN library; viability-normalised; inhibition, % at 12.6 µM; 350,000 tested, 0.67% active; AID 651661, 2012;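 active = mean inhibition of at least 50% after viability correction, with every replicate also passing that limit; inconclusive = mean reaches 50% but only one of two replicates passes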;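 note: firefly luciferase signal divided by Alamar Blue viability fluorescence both relative to DMSO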
PAX8 reporter – inhibitors of PAX8-driven TPO luciferase reporter, primary screen, RMG-I cells, single concentration; SteadyGlo, 24 h; inhibition, % at 12.6 µM; 360,000 tested, 1.2% active; AID 652154, 2013;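 active = mean replicate inhibition at least 60% with every replicate also reaching 60%; inconclusive = only one of the two criteria is met; inactive = mean below 60% and not all replicates reaching 60%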;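 note: luciferase light reporting Pax8 driven TPO promoter activity; plate controls were median of neutral control wells for no effect and mitoxantrone controls for full effect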
CASP6 VEID inh – human caspase-6 inhibitors, primary screen, biochemical, VEID-R110 fluorescence, single point, set 2; purified caspase-6, Z-VEID-R110 cleavage fluorescence; AID 686996, 2013; 350,000 tested, 0.53% active; inhibition, % at 12.5 µM; P55212;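 active = mean inhibition across replicates at least about 35%, with every replicate also reaching that limit, limit read from the data; inconclusive = only one of the two criteria met; inactive = neither criterion met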;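 note: 0% = median of neutral control wells and 100% = no fluorescence left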
Target sequence (P55212 24-179 limits assumed): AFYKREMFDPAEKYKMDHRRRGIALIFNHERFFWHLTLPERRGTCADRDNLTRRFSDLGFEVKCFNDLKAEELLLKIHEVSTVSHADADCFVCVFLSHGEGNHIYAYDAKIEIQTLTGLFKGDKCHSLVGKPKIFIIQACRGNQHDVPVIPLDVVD
Target sequence (P55212 194-293 limits assumed): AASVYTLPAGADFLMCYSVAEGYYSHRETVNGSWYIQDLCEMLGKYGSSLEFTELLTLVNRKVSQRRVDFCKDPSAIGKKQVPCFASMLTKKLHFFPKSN
SIRT5 inh – SIRT5 desuccinylase inhibitors, primary screen, biochemical, fluorescence imaging, single point, set 5; NAD-dependent protein deacylase sirtuin-5, mitochondrial (Homo sapiens), Q9NXA8; Purified SirT5, succinyl-peptide AMC, trypsin-coupled fluorescence; inhibition, % at 15 µM; 330,000 tested, 1.1% active; in the data active = inhibition above about 15%; inconclusive = no clear call, values can overlap the other calls
Target sequence (Q9NXA8 whole entry, looked up): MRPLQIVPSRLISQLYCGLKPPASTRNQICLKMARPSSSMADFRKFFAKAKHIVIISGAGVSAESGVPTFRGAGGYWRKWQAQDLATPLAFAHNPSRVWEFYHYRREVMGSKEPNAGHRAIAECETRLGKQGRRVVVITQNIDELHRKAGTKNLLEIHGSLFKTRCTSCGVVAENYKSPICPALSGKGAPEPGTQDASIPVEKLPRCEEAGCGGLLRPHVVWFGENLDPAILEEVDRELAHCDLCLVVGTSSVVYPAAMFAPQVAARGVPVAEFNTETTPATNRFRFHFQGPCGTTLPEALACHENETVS
ARNT TACC3 PPI – disruptors of ARNT/TACC3 protein interaction, primary screen, biochemical, AlphaScreen, single concentration; Transforming acidic coiled-coil-containing protein 3 (Homo sapiens), Q9Y6A5; AlphaScreen His-ARNT PAS-B/GST-TACC3 binding, luminescence; TACC3 fragment carries E629A point mutation; inhibition, % at 9.99 µM; 390,000 tested, 0.66% active; AID 623870, 2012;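 active = mean inhibition of replicates at least 50% and at least half of replicates each reaching 50%; inconclusive = half or more replicates reach 50% but mean below 50%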;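 note: 0% = complete ARNT plus TACC3 wells and 100% = ARNT alone without TACC3; many hits fall short of the cut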
The depositor's hits bear a star; ? = inconclusive; nt = not tested or not shown; & = joins results of further samples.

canonical_smiles	DENV2 CPE	LGR2 antag	EWS-Fli inh	PAX8 reporter	CASP6 VEID inh	SIRT5 inh	ARNT TACC3 PPI
CCC(=O)N1[C@H](CO)[C@H](c2ccccc2-c2cccc(C)c2)[C@@H]1C#N	-11	5	-3	-2	1	13	nt
CSc1nc(-c2ccc(C)cc2)nc(N)c1C#N	-5	-3	19	-4	1	-5	-2
O=c1[nH][nH]c2c1[C@H](c1ccc(Cl)cc1)O[C@H](C1CCCCC1)C2	-5	11	-3	-16	4	-4	nt
CCOc1cc(/C=N/NC(=O)c2ccncc2)ccc1OC(=O)c1ccccc1	-2	5	4	-8	0	-3	5
CCN(CC)CC#CCC(O)(c1ccccc1)c1ccc(Br)cc1 (stereo not given)	-4	-30	-8	13	3	-3	-4
Cc1ccc(-c2onc(C)c2C)cc1S(=O)(=O)N1CC(C)Oc2ccccc21 (stereo not given)	10	29	13	12	14	0	7
COc1cccc(-c2cnc3c(c2)C(=O)N([C@@H](C)CO)C[C@H](C)[C@H](CN(C)Cc2ccc(F)cc2)O3)c1	15	-3	9	nt	0	-5	1
Cc1csc(-c2cccnc2)n1	nt	18	nt	3	nt	nt	-1
O=C(Cn1cnc([N+](=O)[O-])c1)NC1CCCC1	7	5	5	9	2	0	nt
O=C(NNS(=O)(=O)c1ccc([N+](=O)[O-])cc1)c1ccccc1	3	4	1	-5	1	-3	18
CC(C)Nc1nc2cccnc2s1	-7	5	2	-11	5	3	-2
Cc1csc(NC(=O)c2ccc(C)c([N+](=O)[O-])c2)n1	nt	8	nt	-59	nt	nt	-3
COc1ccc(/C=C2\SC(=S)N(CCCC(=O)Nc3cc(C)on3)C2=O)cc1OC	6	1	11	-5	-5	2	-3
CC1CN(S(=O)(=O)c2ccc(C(=O)Nc3ccccc3F)cc2)CC(C)O1 (stereo not given)	-2	-13	7	8	-2	1	-6
CC(C)OCC(O)Cn1c(N2CCCC2)nc2c1c(=O)[nH]c(=O)n2C (stereo not given)	nt	0	nt	nt	-1	-1	2
O=C(c1ccc(F)cc1)N1CCN(c2ccc([N+](=O)[O-])cc2-n2cccc2)CC1	1	-5	16	18	2	-1	8
N#C[C@@H]1[C@H](c2ccccc2-c2cccc(F)c2)[C@@H](CO)N1C(=O)c1cccnc1	12	10	-5	nt	nt	nt	nt
Cc1ccc(-c2nc3c(Cl)cc(Cl)cc3c(=O)n2O)cc1	8	-5	17	30	-1	-1	-9
Cc1cccc(N2CCN(C(=O)c3ccnn3C)CC2)c1C	5	7	-8	nt	-8	-3	-7
Cc1ccc(N(CC(=O)NC(C)(C)C)C(=O)CNC(=O)c2cccs2)cc1	0	-8	6	8	2	6	nt
C[C@H]1CN([C@@H](C)CO)C(=O)c2cccc(NS(=O)(=O)c3ccc(F)cc3)c2O[C@H]1CN(C)Cc1ccc(C(F)(F)F)cc1	nt	-4	-5	23	nt	nt	nt
CCOc1ccc(NC(=O)CCN2CCN(S(=O)(=O)c3ccc(F)cc3)CC2)cc1	16	-6	nt	6	0	5	-2
C#CCn1c(=O)c2c(ncn2C)n(C)c1=O	3	1	-1	-5	0	-2	-10
O=C(CN1CCCC1)Nc1ccc(OC(F)(F)F)cc1	8	1	-27	-21	-2	-2	-2
O=C(Cn1cc(F)c(=O)[nH]c1=O)c1ccco1	-1	7	-11	-7	1	nt	nt
CC(C)c1cn(CC[C@H]2CC[C@@H](NC(=O)C3CCC3)[C@H](CO)O2)nn1	6	4	3	2	1	5	0
CCC(=O)N1CCCC1(C)C(=O)Nc1ccc2scnc2c1 (stereo not given)	-9	-6	4	17	1	nt	nt
CC(=O)CCN1C(=O)NC2(CCCc3ccccc32)C1=O (stereo not given)	8	-3	nt	nt	0	3	0
O=C(CSCc1ccccc1Br)NC1CC1	nt	-18	nt	-29	nt	nt	-3
Cc1ccc(-n2ncc3c2CCCC3NC(=O)CCCN2CCCCC2=O)cc1C (stereo not given)	0	-2	nt	-1	1	1	1
CCN(CC(=O)Nc1ccc(C(C)=O)cc1)CC(=O)Nc1ccccc1C(F)(F)F	-5	7	11	7	-1	1	-3
O=C(O)CCn1c(SCCOc2ccccc2F)nc2ccccc21	?	10	-4	-1	-1	-1	-4
CCNC(=O)C1(C)CCCN1Cc1cccc(C(F)(F)F)c1 (stereo not given)	-4	-10	-5	15	0	nt	nt
CCOc1ccc(/C=C/C(=O)c2cc(Br)ccc(=O)c2O)cc1	12	nt	18	-15	17	-2	15
O=C(Cc1ccsc1)Nc1ccc2c(c1)OCO2	3	-23	-42	-64	1	-1	-2
CCC(=O)c1ccc(OCC(O)Cn2nc(C)cc2C)cc1 (stereo not given)	0	10	nt	-21	6	9	-6
COc1ccccc1CN1C(=O)c2ccccc2C1C(=O)NC1CCC(C)CC1 (stereo not given)	2	-5	-3	-8	2	2	-3
COc1cccc(S(=O)(=O)N(C)C[C@H]2Oc3cc(C4=CCCC4)ccc3S(=O)(=O)N([C@H](C)CO)C[C@@H]2C)c1	38*	0	25	-20	-4	3	-10
CC(=O)Nc1ccc(OC(=O)c2cc3cc(Br)ccc3oc2=O)cc1	nt	-7	nt	-20	nt	nt	-7
Cc1cccc(S(=O)(=O)N2CC[C@@H]3[C@H](CO)Nc4ccc(C5=CCCCC5)cc4[C@@H]32)c1	-23	7	5	83*	0	4	19
CC(NC(=O)COC(=O)c1ccc2c(=O)n3c(nc2c1)CCCCC3)c1ccc(F)cc1 (stereo not given)	2	-13	4	-1	1	nt	nt
O=C(NCc1nc2ccccc2[nH]1)C1=C[C@@H](c2ccc3c(c2)OCO3)C[C@@H](OCCCCO)O1	18	nt	0	10	1	-1	nt
CCOCc1[nH]c(=S)[nH]c(=O)c1Cc1ccc(OC(C)C)cc1	7	nt	5	-10	1	-2	-1
COc1ccccc1NC(=O)c1ccc(S(=O)(=O)N(C)c2ccccc2)cc1	-3	7	-7	4	-3	-3	nt
Cc1cc(NC(=O)CCSc2ccccc2)no1	15	-13	2	-18	1	-2	nt
COc1ccc(-c2cc(C(=O)N3CCOCC3)c3ccccc3n2)cc1OC	4	-4	-7	-6	1	2	-7
Cc1cn([C@H]2C[C@H](O)[C@@H](CNS(=O)(=O)c3ccc(NS(=O)(=O)N(C)C)cc3)O2)c(=O)[nH]c1=O	-7	-12	-5	1	-2	-2	nt
CCOC(=O)c1c(C)n(C)c2ccc(OCC(O)CNCCc3ccccc3)cc12 (stereo not given)	5	6	14	-9	-4	-1	3
O=C(Nc1ccc(Cl)cc1)N[C@H]1CC[C@@H](CCn2cc(Cc3ccccc3)nn2)O[C@@H]1CO	-4	-2	9	17	1	1	-9
O=C(NCC(c1ccco1)N1CCCC1)c1ccc(S(=O)(=O)Nc2ccccc2F)cc1 (stereo not given)	-5	16	15	12	5	-1	-6
O=C(CCn1c(=S)[nH]c2ccccc2c1=O)Nc1ccc(F)cc1	?	9	-3	-44	-3	1	9
CC(OC(=O)Cc1ccc(Br)cc1)C(=O)NC1CCCC1 (stereo not given)	10	1	-6	13	1	nt	-4
O=C(C[C@@H]1CC[C@H]2[C@@H](COC[C@@H](O)CN2CC2CCCCC2)O1)NCC1CC1	12	11	28	2	-2	0	-23
C[C@@H]1CCCCO[C@H](CN(C)S(=O)(=O)c2cn(C)cn2)[C@H](C)CN([C@@H](C)CO)C(=O)c2cc(NC(=O)c3ccncc3)ccc2O1	4	-16	-16	-23	-1	8	-7
Cc1cccc(NC(=O)Nc2ccc3c(c2)C(=O)N(C)[C@@H]2CC[C@@H](CC(=O)O)O[C@@H]2CO3)c1	nt	6	1	-2	10	6	0
Cc1ccc(C)c(N(C)S(=O)(=O)c2ccc3c(c2)oc(=O)n3C)c1	?	-11	0	28	0	-6	3
O=C(c1ccc(N2CCN(CCO)CC2)nc1)N1CCOCC1	-8	16	3	-9	1	-2	0
Cc1cccc(C)c1NC(=O)C1(C)CSCC(=O)N1CCc1ccccc1 (stereo not given)	-6	15	0	-17	-1	-5	nt
O=C(Cc1ccncc1)NCC[C@@H]1CC[C@H](NC(=O)C2CCOCC2)[C@H](CO)O1	-4	1	-4	-11	-2	-3	-6
C[C@H]1CN([C@@H](C)CO)C(=O)CCCn2nncc2CO[C@H]1CN(C)S(=O)(=O)c1cccs1	?	nt	6&-10	-2&6	-7&-2	4&5	-8

Next part.
canonical_smiles	DENV2 CPE	LGR2 antag	EWS-Fli inh	PAX8 reporter	CASP6 VEID inh	SIRT5 inh	ARNT TACC3 PPI
O=C1NC(Cc2ccccc2)c2nc3ccccc3c(=O)n2-c2ccc(Cl)cc21 (stereo not given)	nt	9	8	-6	-1	nt	nt
CC(C)NC(=O)Nc1ccc2c(c1)C(=O)N([C@@H](C)CO)C[C@H](C)[C@H](CN(C)C(=O)NC1CCCCC1)OCCCC[C@H](C)O2	-2	9	nt	11	-2	0	-8
CC1(C)CN(c2cccc(Br)c2)C1=O	0	-35	3	-5	0	0	-3
COc1ccc(CN2CCN(C(=O)c3ccc(-c4ccccc4)cc3)CC2)c(OC)c1OC	8	nt	8	2	0	-1	-4
Cc1cccc(CN2CCN(C(c3ccccc3)c3ccc(Cl)cc3)CC2)c1 (stereo not given)	2	-2	1	1	4	-2	1
COCC(=O)Nc1ccc2c(c1)C(=O)N(C)C[C@@H](OC)[C@H](C)CN(Cc1cc(-c3ccccc3)on1)[C@H](C)CO2	7	9	3	nt	0	3	1
COc1ccc(NC(=O)N2CC(=O)N3[C@H](CO)[C@@H](c4ccc(/C=C/c5ccccc5)cc4)[C@H]3C2)cc1	-6	13	4	-107	0	4	nt
CCCCN1CC(=O)N2[C@H]3c4ccc(OC)cc4OC[C@@H]3[C@H](C(=O)OCC)[C@]2(C)C1=O	-9	-6	-1	-9	0	-3	-2
CC(C)C#Cc1ccc2c(c1)O[C@H](CN(C)C(=O)c1cnccn1)[C@@H](C)CN([C@H](C)CO)S2(=O)=O	0	-21	1	nt	-1	0	0

Outcome played no part in choosing rows; 4.9% or so of the library scored in one or more.
